# Rab2 wt GTP: changes GTP binding to wildtype dog Rab2A, up or down; GTP binding activity, % at 10 µM; GST-Rab2 wt beads, Bodipy-GTP binding, flow cytometry; AID 760; hit rate 0.19% among 190,000; P61105;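 active means GTP binding activity at least 20 points away from 100%, either lowered or raised; inconclusive means signal likely due to the compound's own green fluorescence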;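 further: 0% = beads with excess unlabeled GTP and 100% = no-compound control corrected for plate trend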
# Mcl1-Bid inh: Mcl-1/Bid interaction inhibition | Q07820 | TR-FRET Mcl-1/Bid-Dy647 peptide binding, 1536-well | inhibition, % at 21.7 µM | hit rate 0.97% among 220,000 | AID 1021;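 active means compounds that cut the binding signal by more than half at the single screening dose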;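 further: His-tagged Mcl-1 with europium anti-His antibody binding Bid BH3 peptide; 0% = Mcl-1 plus peptide wells and 100% = peptide-only wells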
# Target sequence (Q07820 whole entry, looked up): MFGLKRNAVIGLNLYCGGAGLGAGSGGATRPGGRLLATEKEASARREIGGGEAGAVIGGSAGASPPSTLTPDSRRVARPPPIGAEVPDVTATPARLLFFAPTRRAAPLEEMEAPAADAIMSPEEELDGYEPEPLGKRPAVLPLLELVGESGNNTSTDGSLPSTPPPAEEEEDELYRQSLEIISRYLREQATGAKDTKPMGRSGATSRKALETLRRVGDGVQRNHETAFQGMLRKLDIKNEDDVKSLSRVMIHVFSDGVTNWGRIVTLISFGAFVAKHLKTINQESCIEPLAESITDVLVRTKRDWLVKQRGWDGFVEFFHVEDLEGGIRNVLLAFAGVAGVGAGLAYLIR
# Rab7 wt GTP bind: dog Rab7 wildtype GTP binding, inhibitors and activators. GST-Rab7 beads, fluorescent GTP binding, flow cytometry; actives lie on both sides; untreated = 100%, excess cold GTP = 0%. GTP binding activity (percent of control), % at 10 µM. hit rate 0.055% among 190,000;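 active means fluorescent GTP binding to Rab7 beads changed by at least 20 points from the 100% baseline, either direction, mostly lower; inconclusive means compound itself probably fluorescent, or too few beads counted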;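 further: median green fluorescence of bound Bodipy-FL-GTP per Rab7 bead population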
# Mcl1-Noxa inh: disrupts binding of human Mcl-1 to Noxa peptide. Q07820. TR-FRET Mcl-1/Noxa peptide binding, 2 h. inhibition, % at 21.7 µM. hit rate 1.5% among 220,000;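 active means compounds that cut the protein-peptide binding signal by more than 50% relative to plate controls in a single-dose test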;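 further: His-tagged Mcl-1 with rhodamine Noxa BH3 peptide and terbium anti-His antibody; 0% = Mcl-1 plus Noxa peptide wells and 100% = peptide-only wells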
# Rac1 mut GTP: modulators of GTP binding to human Rac1 activated mutant. P63000. GST-Rac1 activated beads, fluorescent GTP binding, flow cytometry; actives lie on both sides; 100% means binding = to untreated wells. percent activity (GTP binding), % at 10 µM. hit rate 0.11% among 190,000;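 active means GTP binding at least 20 percentage points away from the 100% baseline, in either direction, so actives lie on both sides; inconclusive means Compound likely fluorescent itself, or too few beads counted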
# Rac1 wt modul: alters GTP binding to wildtype human Rac1; P63000; GST-Rac1 beads, fluorescent GTP binding, flow cytometry; actives lie on both sides; 0 = cold GTP competed, 100 = untreated; GTP binding activity (% of control), % at 10 µM; hit rate 0.27% among 190,000; AID 757;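 active means GTP binding activity at least 20 points away from the 100% control level, either lower or higher; inconclusive means compound flagged as likely green fluorescent, judged across all proteins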
# Cdc42 wt: modulators (inhibitors or activators) of GTP binding to human Cdc42 wildtype | P60953 | GST-Cdc42 beads, Bodipy-GTP binding, flow cytometry; actives lie on both sides | percent activity (GTP binding), % at 10 µM | hit rate 0.2% among 190,000 | AID 761;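 active means percent activity GTP binding at least 20 points away from the 100% baseline, either down as inhibitor or up as activator; inconclusive means compound flagged as likely green fluorescent from well-wide comparison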;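 further: median bead fluorescence of bound Bodipy-FL-GTP at 100 nM; 0% = excess unlabeled GTP control and 100% = no compound control; below 100% means less GTP binding so inhibitor and above means activator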
# Target sequence (P60953 whole entry, looked up): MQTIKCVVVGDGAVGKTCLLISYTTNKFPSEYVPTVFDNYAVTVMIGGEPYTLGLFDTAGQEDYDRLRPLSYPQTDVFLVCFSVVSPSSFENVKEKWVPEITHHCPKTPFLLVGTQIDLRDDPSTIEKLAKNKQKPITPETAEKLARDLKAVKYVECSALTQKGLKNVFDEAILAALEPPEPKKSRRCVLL
# HRas wt GTP: changes GTP binding to wildtype human HRas; hit rate 0.14% among 190,000; AID 759; GTP binding activity, % at 10 µM; P01112; GST-Ras wt beads, Bodipy-FL-GTP binding, flow cytometry; actives lie on both sides;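 active means GTP binding activity at least 20% away from the 100% baseline, either lowered as inhibitor or raised as activator; inconclusive means flagged as likely green fluorescent, judged across all proteins in the well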;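 further: 0% = unlabeled GTP competition control and 100% = no-compound control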
# Pf gamet viab: kills late stage P. falciparum gametocytes; inhibition, % at 10.9 µM; AID 743093; hit rate 0.065% among 150,000; P. falciparum stage V gametocytes, ATP luminescence, 24 h;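 active means inhibition above the mean plus 3 SD of compounds within the control limits, set per campaign, cut at about 38% in these data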;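 further: 0% = DMSO wells and 100% = medium only without gametocytes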
# Mcl-1 Bim block: disrupts Bim peptide binding to human Mcl-1; Q07820; Bead-based flow cytometry, Bim peptide-Mcl-1 binding; inhibition, % at 10 µM; hit rate 0.1% among 190,000; AID 1009; in the data active means inhibition above about 40%;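 further: 0% = no compound tracer wells and 100% = peptide blocker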
# RGS8-Gao reg: human RGS8-Galphao interaction regulation. P09471. hit rate 0.34% among 220,000. response (percent of control binding), % at 10 µM. multiplexed bead flow cytometry, RGS8-Galphao binding; actives lie on both sides; in the data active means response below about 60% or above about 140%; inactive means in between;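 further: Galphao activated as the GDP aluminium fluoride complex binding bead-coupled RGS8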
# Target sequence (P09471 whole entry, looked up): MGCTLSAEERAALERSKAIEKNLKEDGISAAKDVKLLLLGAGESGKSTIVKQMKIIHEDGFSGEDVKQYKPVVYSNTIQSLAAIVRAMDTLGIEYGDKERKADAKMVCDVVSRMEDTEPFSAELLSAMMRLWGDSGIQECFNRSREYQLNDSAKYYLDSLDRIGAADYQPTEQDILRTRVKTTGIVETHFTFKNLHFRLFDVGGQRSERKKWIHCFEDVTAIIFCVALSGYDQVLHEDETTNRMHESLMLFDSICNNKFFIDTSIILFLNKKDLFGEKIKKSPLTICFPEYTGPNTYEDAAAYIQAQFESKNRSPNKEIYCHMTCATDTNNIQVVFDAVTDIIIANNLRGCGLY
# An asterisk follows results filed as active; ? = inconclusive; / = no result given; & = joins results of further samples.
SMILES,Rab2 wt GTP,Mcl1-Bid inh,Rab7 wt GTP bind,Mcl1-Noxa inh,Rac1 mut GTP,Rac1 wt modul,Cdc42 wt,HRas wt GTP,Pf gamet viab,Mcl-1 Bim block,RGS8-Gao reg
Nc1ccc(C2CCCc3nonc32)c2nonc12 (stereo not given),?,-26,?,17,?,?,?,?,-13,0,99
Cc1ccc(C(=O)NCC(=O)NCC(=O)OCC(=O)c2ccc([N+](=O)[O-])cc2)cc1,104,-2,101,-6,102,103,106,103,12,0,87
CC1CC(C)CN(S(=O)(=O)c2cccc(C(=O)OCCN3CCCC3=O)c2)C1 (stereo not given),102,-21,100,4,97,100,99,100,-9,2,92
CCC(=O)Nc1nnc(-c2ccncc2)s1,105,-1,99,-1,104,107,107,104,0,-4,101
CCOc1ccc(NC(=O)CN(C)CC(=O)Nc2cc(Cl)ccc2C#N)cc1OCC,100,-20,95,-5,98,102,98,98,/,1,81
CC1=NC(C#N)=C(C#N)NC(C)(C)C1,98,-41,103,26,95,97,93,98,5,-1,93
O=C(CSc1nnc2ccccn12)N1CCc2ccccc2C1,101,-34,100,16,103,111,108,101,/,-105,102
Cc1nc2ccccc2n1CC(O)COC1CCCCC1 (stereo not given),102,-5,105,-12,101,104,101,102,/,-4,106
OC(CNCC1CCCO1)Cn1c2ccc(Br)cc2c2cc(Br)ccc21 (stereo not given),102,22,99,28,101,105,104,102,/,-21,109
Cc1cc2c(cc1C)CSC(c1ccccc1OC(=O)C(C)(C)C)SC2,99,-19,96,0,98,104,101,99,20,-1,102
O=C(NC1CCCCC1)OCCN1CCN(Cc2ccccc2)CCC1=O,101,-8,97,-4,98,101,102,99,-6,0,102
C(=N\Nc1nn[nH]n1)/c1ccccc1,99,-5,96,19,98,102,101,98,13,-4,107
Cc1[nH][nH]c(=O)c1C(c1c(C)[nH][nH]c1=O)c1cn(C)c2ccccc12,101,-84,104,6,95,97,96,100,/,0,104
CCOC(=O)c1cnc(Nc2nc3ccccc3o2)nc1CSC(=S)N(CC)CC,104,-38,101,-9,99,103,99,101,/,-5,104
COc1ccc(NC(=O)c2ccc3c(=O)n(Cc4ccco4)c(=S)[nH]c3c2)c(OC)c1,98,12,97,24,96,98,99,96,/,-1,96
CCOc1ccc(-n2c(C)cc(/C=N\NC(=O)CC(=O)NC3CCCCC3)c2C)cc1,97,-5,99,5,99,104,101,99,-9,-3,100
CC(=O)Nc1ccc(S(=O)(=O)N2CCN(S(=O)(=O)N3CCCCCC3)CC2)cc1,97,-9,99,4,97,98,99,98,-24,2,98
COc1ccc(C(=O)COC(=O)CCN=C2NS(=O)(=O)c3ccccc32)cc1OC,99,-40,100,8,99,100,101,100,11,-1,99
COC(=O)C(CCCCNC(=O)OCc1ccccc1)NC(=O)CN (stereo not given),95,-18,96,3,94,98,96,96,27,0,102
CCOC(=O)c1c(NC(=O)c2cc(-c3ccc(Cl)s3)nc3ccccc23)sc(C(N)=O)c1C,100,61*,101,19,99,105,105,101,8,-5,101

# Nine entries out of the list, sorted by SMILES length, largest number first:
SMILES,Rab2 wt GTP,Mcl1-Bid inh,Rab7 wt GTP bind,Mcl1-Noxa inh,Rac1 mut GTP,Rac1 wt modul,Cdc42 wt,HRas wt GTP,Pf gamet viab,Mcl-1 Bim block,RGS8-Gao reg
CCOC(=O)c1c(NC(=O)c2cc(-c3ccc(Cl)s3)nc3ccccc23)sc(C(N)=O)c1C,100,61*,101,19,99,105,105,101,8,-5,101
Cc1ccc(C(=O)NCC(=O)NCC(=O)OCC(=O)c2ccc([N+](=O)[O-])cc2)cc1,104,-2,101,-6,102,103,106,103,12,0,87
COc1ccc(NC(=O)c2ccc3c(=O)n(Cc4ccco4)c(=S)[nH]c3c2)c(OC)c1,98,12,97,24,96,98,99,96,/,-1,96
CC(=O)Nc1ccc(S(=O)(=O)N2CCN(S(=O)(=O)N3CCCCCC3)CC2)cc1,97,-9,99,4,97,98,99,98,-24,2,98
CC1CC(C)CN(S(=O)(=O)c2cccc(C(=O)OCCN3CCCC3=O)c2)C1 (stereo not given),102,-21,100,4,97,100,99,100,-9,2,92
Cc1cc2c(cc1C)CSC(c1ccccc1OC(=O)C(C)(C)C)SC2,99,-19,96,0,98,104,101,99,20,-1,102
OC(CNCC1CCCO1)Cn1c2ccc(Br)cc2c2cc(Br)ccc21 (stereo not given),102,22,99,28,101,105,104,102,/,-21,109
O=C(CSc1nnc2ccccn12)N1CCc2ccccc2C1,101,-34,100,16,103,111,108,101,/,-105,102
Cc1nc2ccccc2n1CC(O)COC1CCCCC1 (stereo not given),102,-5,105,-12,101,104,101,102,/,-4,106

# Additional structures follow:
SMILES,Rab2 wt GTP,Mcl1-Bid inh,Rab7 wt GTP bind,Mcl1-Noxa inh,Rac1 mut GTP,Rac1 wt modul,Cdc42 wt,HRas wt GTP,Pf gamet viab,Mcl-1 Bim block,RGS8-Gao reg
CC(C)SCC(=O)Nc1ncc2c(n1)-c1ccccc1CC2,98,-41,98,39,101,104,101,102,/,-4,101
CCCC(=O)N(Cc1cc2cc(C)ccc2[nH]c1=O)c1ccccc1OC,99,-10,102,3,96,101,102,100,/,-9,98
CSc1ccccc1NC(=O)CN1CCCCC1C (stereo not given),96,1,99,-4,96,97,97,97,5,3,104
CC1(C)OC(=O)C(=CSc2ccc(C(C)(C)C)cc2)C(=O)O1,93,-23,97,-2,96,97,98,94,18,0,101
O=C(c1ccco1)N1CCN(C(=O)C2CCCN(S(=O)(=O)Cc3ccccc3)C2)CC1 (stereo not given),97,-3,97,21,99,107,106,100,/,-3,98
Cc1nc2cc(NC(=O)C3COc4ccccc4O3)ccc2s1 (stereo not given),96,-46,103,-2,93,97,93,98,-7,0,91
COc1ccc(C(=O)n2nc(-c3ccco3)nc2N)cc1OC,94,-41,97,26,97,99,99,97,8,-3,100
CC1CCCN(c2nc3c(c(=O)n(C)c(=O)n3C)n2CCSc2nc3ccccc3o2)C1 (stereo not given),106,-31,100,12,101,104,106,106,8,-2,100
O=C(Cn1cc([N+](=O)[O-])cn1)Nc1ccccn1,98,-6,97,-7,98,104,100,100,/,-1,100
CCCN(CCC)S(=O)(=O)c1ccc(C(=O)N2CCC(=O)c3ccccc32)cc1,96,-26,94,11,98,96,98,99,/,1,102
CCc1ccc(NC(=O)c2ccc(C3SCC(=O)N3CCc3ccccc3)cc2)cc1 (stereo not given),99,-9,100,-7,99,105,102,102,/,-1,101
COc1ccccc1CCNC(=O)c1cnccn1,105,-13,103,1,101,101,108,103,/,-5,101
O=C(NCc1ccccc1)C(=O)NCC(c1ccco1)N1CCN(c2ccccc2F)CC1 (stereo not given),92,-45,90,1,94,97,94,96,14,-3,101
COc1ccc(NC(=O)N2CCC(c3nc(-c4cccs4)no3)CC2)cc1,99,-16,98,11,99,108,102,102,/,-9,102
O=[N+]([O-])c1ccc(Cl)c(CN2CCSCC2)c1,98,-8,97,9,100,100,96,99,0,-5,106
CCC(=O)N1CCN(c2ccccc2NC(=O)c2ccc(OC)c(Cl)c2)CC1,103,4,104,33,99,103,102,99,11,2,86
CCOc1ccccc1C(=O)NC(C(=O)Nc1cccc(S(N)(=O)=O)c1)C(C)C (stereo not given),105,-7,107,6,97,101,96,103,4,0,102
CCc1cccc2c(=O)c(C(=O)NCCN3CCOCC3)c[nH]c12,98,-4,100,19,95,101,100,101,/,0,96
Cc1cc(C=O)c(C)n1-c1ccc(Cl)c(C(=O)O)c1,95,-21,92,44,94,94,92,93,11,5,101
CC(C)CC(=O)NC(=S)Nc1ccc(NC(=O)c2ccco2)cc1,104,-56,101,-1,105,106,104,107,-8,-8,100
O=C(CCc1ccccc1)NC(=S)Nc1cc(C(F)(F)F)ccc1N1CCOCC1,96,-10,94,3,95,98,97,96,/,0,99
COc1ccc(N(C(C)C(=O)NN=C2CCCCCCC2)S(C)(=O)=O)cc1 (stereo not given),97,-8,106,8,94,100,95,100,7,-1,97
CCOC(=O)C1=C(C)NC(C)=C(C(=O)OCC)C1C,100,-77&-18,98,2&13,98,102,101,100,-32,-3,102&95
CCc1nnc(SCc2cn3c(C)cc(C)nc3n2)n1N,106,-47,109,-2,100,103,104,105,/,-1,100
COc1cc(NC(=O)c2ccc(F)cc2)c(OC)cc1NC(=O)CN1CCOCC1,96,-47,100,-5,93,94,94,95,-14,-4,110
CCCS(=O)(=O)N1CCN=C1SCc1cccnc1,96,-7,95,9,97,101,96,97,19,-4,103
COC(=O)c1sccc1NC(=O)CN(C)NS(=O)(=O)c1ccc(F)cc1,98,-74,98,1,98,97,100,100,/,0,102
Cc1nn(CCC(=O)NNC(=S)Nc2cccc(Cl)c2)c(C)c1[N+](=O)[O-],99,-30,98,-21,98,102,100,99,-13,1,90
O=C(c1cccc(F)c1)N1CCN(c2cc(N3CCCCC3)c(F)cc2[N+](=O)[O-])CC1,96,1,98,0,92,90,95,96,/,-2,99
Cc1cc(C)n2nnnc2c1C#N,100,-42,97,7,101,107,101,98,/,0,98
O=[N+]([O-])c1ccc(Sc2nccn2Cc2ccccc2)cc1,99,-8,96,-4,100,104,103,99,/,-2,105
Cc1ccc(NC(=S)N2CCN(c3ccccn3)CC2)c(C)c1,109,-51,99,13,94,96,112,104,8,-2,100
COc1ccc(NC(=O)C(=O)NCCC2=CCCCC2)c(OC)c1,101,-22,99,12,101,103,103,101,/,-2,100
N=C1/C(=C/c2ccc(-c3cccc(C(=O)O)c3)o2)C(=O)N=C2SC=C(c3ccccc3)N12,82,98*,91,109*,86,88,86,85,13,0,103
Cc1ccc(S(=O)(=O)NCCC2(C(C)C)CCOC(C)(C)C2)cc1 (stereo not given),101,-15,106,12,96,97,101,101,/,0,103
CC(O)CNC12CC3CC(CC(C3)C1)C2 (stereo not given),97,-31,102,6,95,97,97,96,5,-1,89

# From PubChem BioAssay
